Screens: PubChem, The Scripps Research Institute Molecular Screening Center
M5 PAM = human M5 muscarinic receptor positive allosteric modulators, primary screen, CHO-K1 cells, Fluo-8 calcium fluorescence; Muscarinic acetylcholine receptor M5 (Homo sapiens), P08912; CHO-K1 hM5, ACh EC20 PAM; 0% = ACh EC20, 100% = ACh EC100; activation, % at 3 µM; 0.3% of 360,000 active; AID 624038, 2012;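 active = activation above the run cutoff, the mean activation of all test compounds plus 3 SD, cut at about 18% in these data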
Target sequence (P08912 whole entry, looked up): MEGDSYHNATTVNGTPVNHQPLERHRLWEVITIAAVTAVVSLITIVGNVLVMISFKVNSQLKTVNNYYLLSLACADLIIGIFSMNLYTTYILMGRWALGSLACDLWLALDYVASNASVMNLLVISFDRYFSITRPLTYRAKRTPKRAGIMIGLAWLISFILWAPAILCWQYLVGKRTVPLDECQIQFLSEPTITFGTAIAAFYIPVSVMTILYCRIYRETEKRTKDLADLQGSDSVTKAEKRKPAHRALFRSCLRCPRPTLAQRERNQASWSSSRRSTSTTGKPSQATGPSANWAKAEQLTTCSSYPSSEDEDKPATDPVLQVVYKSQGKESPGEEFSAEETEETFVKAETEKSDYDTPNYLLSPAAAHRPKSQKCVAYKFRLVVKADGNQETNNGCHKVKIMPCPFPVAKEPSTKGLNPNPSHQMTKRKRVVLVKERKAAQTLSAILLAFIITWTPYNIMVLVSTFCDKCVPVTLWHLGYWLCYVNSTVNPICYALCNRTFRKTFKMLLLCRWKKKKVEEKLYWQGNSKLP
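system = human M5 receptor in CHO-K1 cells | reagent = EC20 acetylcholine as agonist stimulus | compound dosing = single-point, 3 µM nominal | incubation = Fluo-8 loading 80 min at 37 °C plus 30 min room temperature | detection = Fluo-8 calcium dye fluorescence, kinetic read | benchmarks = low control EC20 acetylcholine (0%), high control EC100 acetylcholine (100%)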
CHRM5 antagonist = human M5 muscarinic receptor antagonists, primary screen, CHO cells, Fluo-8 calcium fluorescence | 0.59% of 360,000 active | CHO-hM5 cells, ACh EC80 | Muscarinic acetylcholine receptor M5 (Homo sapiens), P08912 | inhibition, % at 3 µM;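 active = inhibition above a per-plate cutoff, the mean of that plate's test compounds plus 3 SD, cut at about 27% in these data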;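 also: 0% = acetylcholine EC80 with DMSO and 100% = DMSO without agonist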
CHO-K1 Ca antag = M1 antagonist counterscreen hit in parental CHO-K1 cells; ATP-induced calcium, Fluo-8 fluorescence; inhibition, % at 3 µM; 0.6% of 360,000 active;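 active = inhibition above a per-plate cutoff, the plate's mean sample inhibition plus 3 SD, cut at about 24% in these data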;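 also: 0% = DMSO plus EC80 ATP and 100% = DMSO alone without ATP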
M5 ag = human M5 muscarinic receptor agonists, primary screen, CHO-K1 cells, Fluo-8 calcium fluorescence; Muscarinic acetylcholine receptor M5 (Homo sapiens), P08912; CHO-K1 hM5 cells; 0% DMSO wells, 100% maximal acetylcholine response; activation, % at 3 µM; 0.19% of 360,000 active; AID 624037, 2012;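 active = activation above the run's mean over test compounds plus 3 SD, cut at about 23% in these data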;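 also: signal is peak over basal fluorescence ratio across the kinetic read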
CHRM4 antagonist = human M4 muscarinic receptor antagonists, primary screen, CHO cells, Fluo-8 calcium fluorescence | CHO-hM4 cells, ACh EC80 | 0.73% of 360,000 active | Muscarinic acetylcholine receptor M4 (Homo sapiens), P08173 | inhibition, % at 3 µM;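 active = inhibition above its plate's cutoff, the mean inhibition of sample wells plus 3 SD, cut at about 27% in these data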;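 also: 0% = acetylcholine EC80 with DMSO and 100% = DMSO without agonist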
Target sequence (P08173 whole entry, looked up): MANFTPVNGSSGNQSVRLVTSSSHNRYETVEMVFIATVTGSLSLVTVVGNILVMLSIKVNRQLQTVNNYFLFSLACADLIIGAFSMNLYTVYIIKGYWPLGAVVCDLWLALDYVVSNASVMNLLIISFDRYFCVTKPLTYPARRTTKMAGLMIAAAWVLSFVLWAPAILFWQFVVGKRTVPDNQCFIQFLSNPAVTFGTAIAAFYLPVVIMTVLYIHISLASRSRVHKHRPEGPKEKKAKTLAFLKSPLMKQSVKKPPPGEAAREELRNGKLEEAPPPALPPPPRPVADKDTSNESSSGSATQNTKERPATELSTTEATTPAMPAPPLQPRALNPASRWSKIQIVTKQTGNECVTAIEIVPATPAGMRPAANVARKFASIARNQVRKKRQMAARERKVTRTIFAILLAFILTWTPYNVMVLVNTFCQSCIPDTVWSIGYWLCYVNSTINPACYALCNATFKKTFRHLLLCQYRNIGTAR
CHO-K1 Ca PAM = nonselective calcium activators in parental CHO-K1 cells, primary screen, counter-screen for M1 PAM project, cell-based, Fluo-8 calcium fluorescence, full deck, 1536-well; AID 602247, 2012; 0.02% of 360,000 active; ATP EC20; 0% at ATP EC20, 100% at ATP max; activation, % at 3 µM;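 active = activation above the run cutoff, the mean activation of all test compounds plus 3 SD, cut at about 40% in these data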;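 also: peak over basal fluorescence ratio in a 140 s read after ATP addition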
M4 ag = human M4 muscarinic receptor agonists, primary screen, CHO-K1 cells, Fluo-8 calcium fluorescence; Muscarinic acetylcholine receptor M4 (Homo sapiens), P08173; CHO-K1 hM4/Gqi5; vehicle 0%, full acetylcholine response 100%; activation, % at 3 µM; 0.14% of 360,000 active; AID 624127, 2012;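 active = activation above the run mean over all test wells plus 3 SD, cut at about 32% in these data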;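 also: peak over basal fluorescence ratio per well then scaled between controls; 0% = DMSO wells and 100% = acetylcholine at EC100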
M4 PAM = human M4 muscarinic receptor positive allosteric modulators, primary screen, CHO-K1 cells, Fluo-8 calcium fluorescence; Muscarinic acetylcholine receptor M4 (Homo sapiens), P08173; activation, % at 3 µM; CHO-K1 hM4/Gqi5, ACh EC20; 0% = ACh EC20, 100% = maximal ACh; 0.4% of 360,000 active;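 active = activation above its plate's cutoff, the mean activation of sample wells plus 3 SD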; also: some results filed as inactive read as strong as hits
M1 ag parental = counter-screen for M1 agonists: effect in parental CHO-K1 cells; Fluo-8 calcium fluorescence; scaled to maximal ATP response, vehicle zero; activation, % at 3 µM; 0.48% of 360,000 active; in the data active = activation above about 15%;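 also: untransfected CHO-K1 host cells lacking M1 receptor as counterscreen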
An asterisk follows results filed as active. An unsorted share of the library. Share with any hit: about 2.7%.

structure	M1 ag parental	CHRM5 antagonist	CHRM4 antagonist	CHO-K1 Ca antag	M5 PAM	M4 PAM	CHO-K1 Ca PAM	M4 ag	M5 ag
Cn1c(CSCc2ccc(F)cc2)n[nH]c1=S	1.4	4.3	-6.5	-2.0	-2.3	-0.5	11.2	0.2	-4.6
O=C1C(=Cc2cccn2-c2ccc(O)cc2)C(=O)c2ccccc21	1.4	-5.7	-8.2	-21.9	4.3	13.8	29.9	1.9	-1.4
CC(C)NS(=O)(=O)c1ccc(OCC(=O)NCc2ccc3c(c2)OCO3)c(Cl)c1	2.0	10.8	-2.3	-1.4	2.1	-0.3	12.0	3.4	-0.5
O=C(NCc1ccccc1)c1nccnc1CO	0.9	-0.6	15.0	-0.2	7.9	-1.1	7.7	0.0	-1.3
CN(C)c1nc(Oc2ccc(=O)[nH]n2)nc(N2CCCCC2)n1	0.4	-1.6	-6.4	-11.2	-5.2	-4.8	16.5	0.8	-1.1
CCc1ccc(NC(=O)C2CCN(C(=O)N3CCOc4ccccc43)CC2)cc1	2.9	5.2	-8.1	1.4	-13.1	-7.6	-9.8	15.7	2.5
CNS(=O)(=O)c1cn(CC(=O)NCc2ccc(N(C)C)cc2)cc1S(=O)(=O)NC	1.6	1.9	-8.3	-12.7	6.0	5.6	22.4	-0.1	-3.7
COc1ccc(C(=O)Nc2ccc3ccccc3c2)cc1	0.8	2.7	-11.3	-5.1	9.0	5.1	15.7	0.9	-8.3
COc1cc(OC)cc(-c2sc3ccc(OC)cc3c2-c2ccc(OCCN3CCCCC3)cc2)c1	0.5	-1.8	10.1	-12.3	0.3	-5.8	12.2	6.5	0.7
N#CC1=C(S)N(c2ccc(F)cc2)C2(CCCCC2)NC1=O	1.7	3.6	-3.6	-14.3	6.6	8.6	22.1	1.2	-0.7
O=C(COC(=O)c1cnccn1)NCc1ccc2c(c1)OCO2	0.7	1.1	-0.2	-3.6	3.7	-5.5	12.4	1.4	2.2
O=C(NCCCNC(=O)c1cnccn1)c1cccc(Cl)c1	0.6	5.0	5.8	-15.7	0.9	-0.8	23.3	0.9	-2.8
O=C(NC(c1ccccc1)C(Cl)(Cl)Cl)c1ccccc1 (centres undefined)	0.1	5.0	0.2	19.0	-2.4	-7.1	-12.7	0.9	-3.6
Cc1nn(-c2ccccc2)c(C)c1-c1cc(C(=O)N/N=C/c2ccc(O)cc2)[nH]n1	0.6	8.7	17.4	-18.0	4.2	11.4	14.7	2.1	0.0
CCOC(=O)C1(Cc2ccccc2C)CCCN(Cc2cn(C)nc2C)C1 (centres undefined)	0.7	10.4	7.4	-11.8	-3.8	8.0	19.1	2.2	-4.8
CSc1ccccc1NC(=O)CN(C)C(=O)C1CCN(C(=O)Nc2ccccc2)CC1	0.6	1.6	1.7	20.5	-0.6	4.5	-22.0	0.3	1.7
CCc1ccc2nc(NC(=O)c3ccc(N4C(=O)CCC4=O)cc3)sc2c1	7.6	8.8	1.4	-7.2	-1.5	2.9	17.1	2.2	10.3
COc1ccc(-n2c(C)cc(/C=C3\SC(=O)NC3=O)c2C)cc1	-0.6	-6.3	-19.1	-18.7	-1.7	11.2	7.2	-0.4	-0.5
Cc1oc(S(=O)(=O)N(C)C)cc1C(=O)Nc1ccc(Cl)cc1	-0.1	13.8	-7.0	4.2	-9.5	13.3	-10.2	1.7	2.2
COc1ccc(CNC(=O)COC(=O)CN2C(=O)C(C)Oc3ccc(C)cc32)cc1 (centres undefined)	3.5	9.5	-1.9	-18.1	-2.2	0.3	18.2	4.8	-2.2
O=C(CN1CCN(Cc2ccccc2)CC1)Nc1cccc(C(F)(F)F)c1	-0.4	1.0	10.7	25.6*	1.7	8.8	-7.5	0.9	-2.9
Cc1[nH]c(=S)c(C#N)c(C)c1C(=O)Nc1ccccc1	-0.3	-13.2	5.5	9.2	-3.8	-2.1	-0.3	0.2	-3.5
CCc1ccc(NC(=O)COC(=O)CC2CCCC2)cc1	-0.5	20.2	5.4	-9.2	-7.0	-2.7	4.7	0.0	-3.1
CCOC(=O)c1ccc(NS(=O)(=O)c2cccc3nsnc23)cc1	0.7	-0.4	-1.8	-10.4	-0.2	14.0	24.7	1.8	-6.9
CC1(c2ccc(Cl)cc2)NC(=O)N(CC(=O)NCc2cccs2)C1=O (centres undefined)	0.1	22.5	-1.0	-0.9	-10.5	4.4	-3.7	1.4	-3.1
Cc1cc(C)cc(NC(=O)CCc2ccc(C)o2)c1	-0.4	-2.3	-2.2	0.1	0.7	7.6	-6.2	-0.7	-3.6
CC(C)NS(=O)(=O)c1ccc(N2C(=O)c3ccccc3C2=O)cc1	6.4	3.4	5.8	-5.5	-6.3	-1.9	8.5	5.1	2.6
COc1ccccc1NC(=O)N1CCCC1C(=O)NCCc1ccccc1 (centres undefined)	-0.4	11.9	3.1	5.2	0.8	4.5	-10.1	-1.1	0.1
CN1C(=O)NC(c2ccccc2Cl)C2=C1CC(C)(C)CC2=O (centres undefined)	-0.1	1.4	-0.9	4.6	-2.1	3.7	-18.7	1.1	-1.8
CCCNC(=O)CCNC(=O)[C@H](O)C(C)(C)CO	0.0	7.9	-13.3	0.4	-5.7	7.6	2.1	0.4	0.1

structure	M1 ag parental	CHRM5 antagonist	CHRM4 antagonist	CHO-K1 Ca antag	M5 PAM	M4 PAM	CHO-K1 Ca PAM	M4 ag	M5 ag
Cn1cccc1CC(=O)NNC(=S)NC(=O)c1ccccc1Br	0.0	5.5	6.6	3.9	2.2	1.1	4.7	0.3	2.1
Cc1nnc(SCC2=C(C(=O)O)N3C(=O)C(NC(=O)c4cc(F)c(F)cc4Cl)C3SC2)s1 (centres undefined)	0.8	4.8	6.3	-12.6	5.1	0.1	15.9	-0.3	1.1
CC(C)Cn1c(N)c(C(=O)COC(=O)/C=C/c2cccs2)c(=O)n(C)c1=O	13.1	15.8	12.1	0.8	-13.6	-22.5	-5.0	14.1	8.0
Cc1cc(=O)oc2c(C)c(OC(C)C(=O)NC3CCN(Cc4ccccc4)CC3)ccc12 (centres undefined)	-0.6	5.6	-3.4	2.8	2.3	-6.7	-18.2	-0.3	-6.3
O=C(NCCCCc1ccccc1)c1cccc(NC(=O)C2CCCC2)c1	6.8	7.7	-2.9	-6.8	-9.7	-5.3	3.9	16.7	2.6
C/C(O)=C\c1nc(=O)c2c(C)cc(C)nc2n1-c1ccccc1	-0.5	6.8	-1.1	-15.2	-4.1	0.7	14.5	0.5	1.3
O=C(COc1ccc2ccccc2c1)N1CCN(c2ccccc2)CC1	0.1	5.2	-6.0	2.9	-5.5	-2.5	-10.4	0.6	2.6
COc1ccc(CCNC(=O)c2cc(-c3ccccn3)nc3c(Cl)cccc23)cc1OC	-0.1	10.2	-7.0	-5.0	-5.6	-10.3	0.3	1.4	-3.4
Brc1cccc(/C=N\n2cnnc2)c1	0.7	-0.2	11.4	-2.4	-5.0	-2.0	-0.2	0.4	0.2
S=C1CCC(c2ccc(Br)cc2)=NN1c1ccccc1	1.0	4.2	-2.3	1.0	2.1	0.0	4.5	0.2	-2.8
Cc1cccc(NC(=O)COc2nsnc2N2CCOCC2)c1	1.1	5.2	3.0	11.0	-6.3	-1.1	-7.0	2.7	-2.4
COC(=O)C1=C(Nc2ccccc2NC(=O)CCCC(=O)O)CSC1	0.0	-6.3	-4.2	-4.5	8.5	-0.1	8.5	-0.2	4.2
COc1ccc(/C=C/C(=O)NC(=S)NNC(=O)c2cccnc2)cc1OC	-0.6	-0.9	-3.0	2.3	-2.4	5.8	-2.9	0.1	0.0
O=C(NC(=S)N1CCOCC1)C12CCC3CC(CC(C3)C1)C2	0.8	8.8	-2.1	0.1	6.2	11.2	8.8	0.8	-0.7
CC(C)(C)C(=O)/C=C1\SCC(=O)N1CC(=O)N1CCN(c2ccccc2)CC1	3.2	15.1	-2.8	-9.5	-10.8	-1.7	0.3	6.5	5.4
COc1ccc(/C=C2\SC(=S)N(CC(=O)NC3CCS(=O)(=O)C3)C2=O)cc1 (centres undefined)	6.1	10.3	6.8	1.4	-7.2	-7.0	5.1	13.8	3.1
CC(C)c1ccc(-c2nnn(CCC#N)n2)cc1	0.8	1.5	6.2	-6.7	5.3	-3.2	20.7	0.9	-3.9
COc1ccc([N+](=O)[O-])cc1N(CC(O)Cn1nnc2ccccc21)S(=O)(=O)c1ccc(C)cc1 (centres undefined)	1.5	1.0	-10.8	-7.7	-1.3	-3.8	19.1	6.5	-3.1
O=C(COc1cc(Cl)c(Cl)cc1Cl)NCCc1ccccn1	0.4	7.4	5.5	0.8	6.1	-5.8	0.4	0.7	-2.9
COc1ccccc1C(=O)COC(=O)c1ccccc1OCC(=O)Nc1ccc(SC(F)F)cc1	0.9	2.4	14.6	15.8	-1.0	-4.5	-10.8	4.0	-0.7
COc1ccccc1NC(=O)COc1ccc(CO)cc1Cl	2.2	0.3	-4.6	-4.7	-4.8	1.9	18.0	5.3	-1.1
CCS(=O)(=O)N1CCC(C(=O)NCCC2=CCCCC2)CC1	0.7	-3.9	0.9	-21.5	1.3	11.2	16.6	0.3	3.1
CC(C)(C)NC(=O)NC(=O)COC(=O)c1cccc(OC(F)F)c1	1.8	4.9	-7.2	-8.6	-2.7	-3.7	8.3	3.1	-7.0
Fc1ccc(OCc2nnc(SCCN3CCOCC3)o2)cc1	0.1	6.4	0.0	-5.8	-3.9	-1.8	-5.6	0.8	-4.1
Cc1nn(-c2ccccc2)c(C)c1/C=C/C(=O)OCC(=O)Nc1ccc(S(N)(=O)=O)cc1	1.4	3.1	2.0	-1.2	-6.2	-3.4	4.4	2.9	0.7
CCOC(=O)C1(Cc2ccccc2)CCN(Cc2ccc3cc(NC(C)=O)ccc3n2)CC1	2.7	-5.8	-10.4	3.7	-5.9	-5.6	10.1	4.0	-0.1
CSc1ccccc1NC(=O)Nc1ccc(Cl)cc1	4.2	-1.8	-6.1	-11.4	-13.7	3.1	2.0	10.4	1.2
Cc1ccc(S(=O)(=O)N(C)CC(=O)NCC(=O)Nc2ccc(F)c(F)c2F)cc1	-0.3	12.9	5.1	2.7	-11.0	-0.6	-22.4	-0.4	1.5
O=C1C2C3CCC(C3)C2C(=O)N1CNc1ccccc1 (centres undefined)	0.2	14.4	-2.0	-10.7	-4.7	1.5	8.4	1.2	-4.3
